From PubChem
LDHA block – blocks human lactate dehydrogenase A; P00338; AID 1347041; hit rate 0.15% among 480,000; activity change, % (values are at about 110 or 230 µM); purified LDHA, NADH/diaphorase-resazurin fluorescence; hits give low values; in the data active means activity change below about -30%; inconclusive means mostly about -25% to -30%;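 further: plate controls were DMSO wells for no effect and wells without enzyme for full effect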
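LDH5 2 nM; NADH 0.06 mM, pyruvate 0.2 mM; 200 mM Tris pH 7.4, EDTA, Tween-20; 5 min RT. Detection: diaphorase 0.133 mg/mL + resazurin 37 µM, fluorescence ex540/em590 at 0 and 20 min; normalized to enzyme-free and DMSO wells.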
An asterisk follows results filed as active; ? = inconclusive. This is a subset; rates above refer to the full screens.

Molecule | LDHA block
CC(NC(=O)c1cc(-c2ccco2)nc2ccccc12)C(=O)NCc1ccccc1 (stereo not drawn) | -8
N#C/C(=C/c1ccccc1OC(F)F)c1nc2cc(C(F)(F)F)ccc2s1 | -4
O=C(NCC(=O)N1CCN(c2ccc(F)cc2)CC1)NCc1ccc(F)cc1 | -1
COC(CNC(=O)C1CCN(c2ncnc3sc4c(c23)CCC4)CC1)OC | -22
Cc1cc2oc(C(=O)Nc3ccc(S(=O)(=O)N4CCCC(C)C4)cc3)cc(=O)c2cc1C (stereo not drawn) | -4
CCOC(=O)c1c(C)c(CCC(=O)NCCN2CCCCC2)c(C)n1C | 1
O=c1nc(-c2ccc(Cl)cc2)c2ccccc2[nH]1 | -8
CCc1ccc(NC(=O)CCCc2ccc(OC)cc2C)cc1 | 12
CC1C(=O)CCN(C)C1C (stereo not drawn) | 0
Cc1ccc(C(CNC(=O)c2cc(=O)c3cc(Cl)ccc3o2)N2CCC(C)CC2)o1 (stereo not drawn) | -23
CCCNC(=S)NNC(=O)c1cccc(N(C)C)c1 | -3
COc1ccc(S(=O)(=O)Nc2nc3ccccc3nc2Nc2ccc(OC)c(Cl)c2)cc1 | 0
CNC(=O)COc1ncnc2c(Cl)cc(Cl)cc12 | 3
COc1ccc(-c2nc3ccccc3c(=O)n2CCOc2ccccc2OC)cc1 | 2
CCCNc1nc(-c2[nH]c(C)c(C(C)=O)c2C)cs1 | 10
O=S(=O)(c1cc(Cl)ccc1Cl)N1CCCC1c1nnc2ccccn12 (stereo not drawn) | -1
Cc1ccc(C(=O)NC2=C(C#N)CCC2)cc1 | 0
C/C=C/C=C/C(=O)NC1CCCc2ccccc21 (stereo not drawn) | 9
CN(Cc1nc2ccsc2c(=O)[nH]1)C(=O)c1cnn(-c2ccc(Cl)cc2)c1 | -7
CCCCN(CC(=O)NC(=O)NCc1ccccc1)c1ccccc1 | 8
CCC(c1nnnn1-c1ccc2c(c1)OCCO2)N1CCN(C)CC1 (stereo not drawn) | -12
Cc1ccc(Cl)cc1N1CCN(C(=O)CCS(=O)(=O)c2cccc3nsnc23)CC1 | -6
Cc1cccc(C(=O)Nc2ccc(CCC(=O)N(C)C)cc2)c1 | 5
Clc1ccc(-c2csc3ncnc(Sc4nnc(C5CC5)o4)c23)cc1 | -2
CC(C)(C)NC(=O)/C(C#N)=C\c1ccc(OC(F)F)cc1 | 4
CN(C(=O)c1cccc(OC(F)F)c1)C1CCCCC1 | 4
CCc1ccc2c(CN3CCC4(CC3)OCCO4)cc(=O)oc2c1 | 5
CC(NC(=O)c1nccnc1N)c1ccccc1Br (stereo not drawn) | -15
Nc1nc(CN2CCN(C(=O)c3ccc(OC(F)(F)F)cc3)CC2)nc2ccccc12 | -10
CCNC(=O)/C=C/c1ccc(C(=O)OC)cc1 | 0
Cc1ncc(-c2ccc(S(=O)(=O)Nc3ccccc3F)cc2)o1 | -3
CN(Cc1cccc(F)c1)C(=O)c1ccc(CS(C)(=O)=O)cc1 | 2
CC(CCc1ccccc1)NCc1ccco1 (stereo not drawn) | 0
COc1cc(OC)c(C2SCCN2S(=O)(=O)c2ccc(C)cc2)cc1OC (stereo not drawn) | 5
N#Cc1nc(-c2ccccc2Cl)oc1NCc1ccccc1Cl | -4
CCCn1c(Cn2ccnc2C)nc2cc(NC(=O)c3ccccc3)ccc21 | 9
CCC(C)C(NC(=O)OC(C)(C)C)C(=O)NC(Cc1ccccc1)C(N)=O (stereo not drawn) | -2
N#C/C(=C/c1sc2ccccc2c1Cl)C(=O)NC1CC1 | 5
CC[N+]1(CC=C(C)C)CCCCC1 | -1
COc1ccc(/C=C2\Oc3cc(OS(=O)(=O)c4ccccc4)ccc3C2=O)cc1 | 2
S=C1NC2(CCCCC2)N=C1c1ccc(Cl)c(Cl)c1 | -1
COC(=O)CCNC(=O)c1cccc(C)c1 | -1
COCCn1c(C)cc(C(=O)C(=O)Nc2nnc(COc3ccc(C)c(C)c3)s2)c1C | 3
COc1cccc(CN(C)CC(=O)NC(=O)NC2CCCC2)c1OC | ?
COC(=O)c1ccc(COC(=O)c2cc(=O)c3cc(C)ccc3o2)cc1 | 3
CCCNC(=O)NC(C)c1ccccn1 (stereo not drawn) | 3
Cc1cccc(CN2CCN(Cc3cc(=O)oc4c(C)c(O)ccc34)CC2)c1 | -23
CCCOc1cccc(C(=O)Nc2cc(C(C)(C)C)on2)c1 | -8
Cc1cccc(-c2nc(-c3ccc(S(=O)(=O)N4CCOCC4)cc3)cs2)c1 | 1
COc1ccc(/C=C/C(=O)c2ccc(C(=O)O)s2)c(OC)c1 | 2
CC(=O)c1ccccc1NC(=O)Cc1ccc(C)c(C)c1 | 5
O=C(/C=C/c1cccc2ccccc12)NC1CCCC1 | 6
CCOc1ccc(-n2ccnc(NCc3ccccc3)c2=O)cc1 | 9
CCCS(=O)(=O)NCc1cccc(COC(C)(C)C)c1 | 1
CC1CCC(=NNC(=S)NC2CCCCC2)CC1 (stereo not drawn) | -7
COc1cccc(-c2ocnc2C(=O)NCc2ccc(OC)cc2OC)c1 | 3
CCCCn1c(=O)[nH]c(=O)c2c1nc(CSc1nccn1-c1cccc(C)c1)n2C | 3
CCOc1ccc2nc(N(Cc3cccnc3)C(=O)C3=COCCO3)sc2c1 | 11
Cc1ccc(CNC(=O)c2cccc(-c3cnc4ccccc4c3)c2)cc1 | 4
N#CC1=C(SCC(=O)c2ccc(Br)cc2)NC(=O)C(C#N)C12CCCCC2 (stereo not drawn) | 1

(more compounds)
Molecule | LDHA block
CCOCCCNC(=S)NC1CCCC1 | 4
O=Cc1c[nH]c2cc(F)ccc12 | 3
Cc1ccc(CN(C)C(=O)Cn2cnc3c2c(=O)n(C)c(=O)n3C)c(C)c1 | 6
CCCC1=C(C(=O)OCC)C(c2ccccc2Cl)NC(=O)N1CC (stereo not drawn) | 1
O=C(c1cc2ccccc2[nH]1)N(Cc1cccc(Br)c1)C1CC1 | 2
COc1ccccc1-c1nnc(SCC(=O)N(C)C2(c3ccccc3Cl)CCCCC2=O)n1C (stereo not drawn) | -3
CCCCn1nnnc1C1(C)CCC(=O)N1Cc1cccnc1 (stereo not drawn) | -2
CCCn1c(SCC(=O)Nc2ccc(Cl)cc2)nc(O)cc1=O | 0
COc1ccc(NC(=O)C2CC(=O)Nc3nc(N4CCc5ccccc5C4)[nH]c(=O)c32)cc1 (stereo not drawn) | -11
COc1cc(C(=O)OC23CC4CC(C2)C(=O)C(C4)C3)cc(OC)c1OC | -14
COc1cccc(Nc2nc(-c3ccc([N+](=O)[O-])cc3)nc3ccccc23)c1 | -5
Cc1cccnc1NC(=O)c1cc(-c2cccnc2)nc2ccccc12 | -9
COc1cc2c(=O)n(-c3ccccc3)c(=O)n(CC(=O)Nc3ccc(C)cc3)c2cc1OC | 3
O=C(NCc1ccco1)C(c1ccccc1)c1ccccc1 | -2
COC(=O)c1ccc(CNC2CCCCC2)o1 | -3
CC(=O)Nc1ccc(NC(=O)COc2ccc3c(C)cc(=O)oc3c2)cc1 | 5
Cc1c(-c2ccccc2)oc2c(C(=O)OCC(=O)Nc3ccccc3F)cccc2c1=O | -11
CCCC(C(=O)Nc1nc2ccccc2s1)c1ccccc1 (stereo not drawn) | 1
CCc1ccc(NC(=O)c2nc3ccccc3nc2N2CCOCC2)cc1 | 2
O=C(NC(Nc1ccccc1F)C(=O)c1ccccc1)c1ccc(Cl)cc1 (stereo not drawn) | 19
CCOc1ccc(C(O)c2nccn2Cc2ccccc2)cc1OC (stereo not drawn) | -8
O=C(NCc1cccc(F)c1)c1nc(-c2cccc3[nH]ccc23)no1 | 3
CCN(CC)c1ccc(NS(=O)(=O)c2cc(C)cc(C)c2)cc1C(=O)O | 7
CCCc1c(C(=O)OCC)[nH]c2c1C(=O)CC(c1ccc(F)cc1)C2 (stereo not drawn) | 10
C(#CCN1CCN(CC#CCOC(c2ccccc2)c2ccccc2)CC1)COC(c1ccccc1)c1ccccc1 | 1
CCC(C)NS(=O)(=O)c1cccc2cc(C)cnc12 (stereo not drawn) | 4
CCCNc1c(NC(=O)Nc2ccccc2C(F)(F)F)c(=O)oc2ccccc12 | 9
CCOC(=O)[C@]12CCC=C1N(Cc1ccc3c(c1)OCO3)C(=O)[C@H](CC(=O)NCc1cccc3ccccc13)C2 | -5
O=C(/C=C/N(c1ccccc1)c1ccccn1)C(F)(F)F | 6
O=C(Nc1c(C(=O)NC2CCCCC2)cnn1-c1ccccc1)c1ccccc1 | 4

Further records:
canonical_smiles | LDHA block
Cc1ccccc1NC1(c2nnnn2-c2c(C)cccc2C)CCCCC1 | -5
O=C(COc1cc(O)c2c(=O)cc(-c3ccccc3)oc2c1)Nc1ccc(O)cc1 | 0
COCCCNC(=O)c1cc(-c2ccccc2)nc2ccc(C)cc12 | -1
Cc1oc(-c2ccccc2)nc1C(=O)N(C)CC(=O)Nc1cccc(F)c1 | 4
COc1ccc(-c2nnc3ccc(Nc4ccc(Cl)cc4)nn23)cc1 | 1
O=C(NC1CC1)C12CC3CC(CC(C3)C1)C2 | 3
CCN(Cc1ccc(C(=O)NCCC(=O)N2CCCC2)cc1)C(C)C | 12
c1ccc(-c2nc(CSc3ccc4c(c3)OCCO4)cs2)cc1 | 0
CCC(CC)=C(C#N)C(=O)NC1CCCC1 | 0
O=C(OCc1nc2ccccc2o1)c1cccc(O)c1 | 3
CS(=O)(=O)N1CCCC(C(=O)Nc2ccccc2SC2CCCC2)C1 (stereo not drawn) | 4
CCCn1c(N2CCN(Cc3c(F)cccc3Cl)CC2)nc2c1c(=O)[nH]c(=O)n2C | -2
Cc1cc(C)cc(NC(=O)CCc2ncc(-c3ccc(F)cc3F)o2)c1 | -7
NC(N)=N/N=C/CCC1CCCCC1 | -1
Cc1onc(-c2c(F)cccc2Cl)c1C(=O)OCC(=O)C(C)(C)C | 4
CCN1CC(CN(C)S(=O)(=O)N(CC)CC)Oc2ccccc21 (stereo not drawn) | 13
COc1ccc(C)cc1NC(=O)CC(c1cccc(F)c1)n1cccc1 (stereo not drawn) | 2
CC(=O)Oc1ccc2c(-c3ccc(F)cc3)noc2c1 | -7
CC(c1ccc(Cl)cc1Cl)N(C)Cc1nc2ccccc2o1 (stereo not drawn) | -2
COc1ccc(C)cc1NC(=O)C(C)Oc1ccc(C#N)cc1OC (stereo not drawn) | -6
FC(F)(F)c1cccc(-c2noc(-c3ccc(Br)cc3)n2)c1 | 3
COc1ccc(-c2nc3cc(NC(=O)C(C)C)ccc3o2)cc1OC | 7
O=C(NCCCCCCCN1CCCC1)c1ccco1 | 0
NC(=O)C(O)(c1ccccc1)c1ccccc1 | 0
CC(C)Nc1nc(NCCO)nc2ccccc12 | 0
Cc1cc2oc(=O)cc(CN3CCCCCCC3)c2cc1C | 4
CCOc1ccccc1Oc1coc2cc(OCC(=O)N3CCCCCC3)ccc2c1=O | 3
COc1ccc(-c2nc3ccccc3c(=O)n2Cc2ccccc2)cc1CNc1ccc(NC(C)=O)cc1 | 37
CC(C)Oc1ccc(C(=O)O)cc1Br | 0
Cn1cnc2c1c(=O)n(CC(=O)Nc1ccc(S(=O)(=O)N3CCCCCC3)cc1)c(=O)n2C | 2
CCOc1ccc(N(Cc2cc3cc(C)ccc3[nH]c2=O)C(=O)c2cccc(OC)c2)cc1 | -1
O=C1CCCC2=C1C(c1ccc(Cl)cc1Cl)C1=C(CCCC1=O)O2 | 0
O=C(c1nc(-c2cccnc2)no1)N1CCN(c2ccc(F)cc2)CC1 | -33*
CCCn1nc(C(=O)OC(C)C(=O)Nc2cccc(S(=O)(=O)N(C)C)c2)c2ccccc2c1=O (stereo not drawn) | 6
COc1ccc(-c2nc3cc(C)c(Br)c(C)n3c2CC2CCCCC2)cc1OC | 2
CNC(=S)c1ccc(N(C)C)cc1 | -5
CCN(Cc1nc(-c2ccc(OC)c(OC)c2)no1)C(=O)Nc1ccc(C)cc1 | 5
Cc1cc(-c2noc(COc3ccc(I)cc3)n2)c2ccccc2n1 | 2
Cc1ccc(C)c(NC(=O)CN2CCN(Cc3ccco3)CC2)c1 | -6
O=C(OCC(=O)C1CCCCC1)/C(=C/c1ccccc1)c1cccs1 | 2
COC(=O)c1ccc(CN(C)C(C)C(=O)Nc2cc(C)ccc2C)cc1 (stereo not drawn) | -21
Cc1ncsc1C(=O)NCc1ccc(N2CCC(C)CC2)nc1 | 7
COc1ccc(-c2nnc3sc(NC(=O)C4CCCCC4)nn23)cc1OC | -19
O=Cc1ccc(OCc2ccc(Cl)c(Cl)c2)cc1 | 3
COc1ccc(CC(=O)N(Cc2cccs2)C2CCS(=O)(=O)C2)cc1 (stereo not drawn) | 13
